# From PubChem
# APJ antag: blocks the human apelin receptor APJ. P35414. CHO-K1 APJ beta-arrestin complementation, luminescence. inhibition, % at 20 µM. actives 0.32% (n = 330,000). AID 2521;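 active = inhibition above about 40% at 20 µM, limit read from the data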;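 also: cells challenged with 10 nM apelin-13 agonist together with compound; plate controls were apelin-13 plus DMSO wells for no effect and DMSO wells lacking apelin-13 for full effect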
# Target sequence (P35414 whole entry, looked up): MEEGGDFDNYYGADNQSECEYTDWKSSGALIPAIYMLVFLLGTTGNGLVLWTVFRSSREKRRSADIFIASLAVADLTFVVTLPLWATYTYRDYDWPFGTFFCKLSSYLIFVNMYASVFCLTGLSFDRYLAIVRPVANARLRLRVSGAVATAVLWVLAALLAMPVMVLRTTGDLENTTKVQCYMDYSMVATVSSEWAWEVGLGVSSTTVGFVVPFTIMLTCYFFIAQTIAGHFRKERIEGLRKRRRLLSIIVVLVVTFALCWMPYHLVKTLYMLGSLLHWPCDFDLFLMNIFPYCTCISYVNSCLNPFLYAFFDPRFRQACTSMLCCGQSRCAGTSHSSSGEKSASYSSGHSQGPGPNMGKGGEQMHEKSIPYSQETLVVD
# XBP1 UPR activ: adaptive UPR (XBP1) activation; CHO-XBP1 luciferase reporter, IRE1-XBP1 UPR activation, luminescence; percent of tunicamycin response, DMSO as zero; activation, % at 20 µM; actives 0.33% (n = 330,000); AID 463104;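 active = versus positive control, 20 µM dose yields 30% or more activation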;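 also: 100% = tunicamycin at 10 µg/mL and 0% = DMSO only wells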
#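 Material: CHO cell line with stable XBP1 luciferase reporter; buffer or medium: F12 medium containing 10% fetal bovine serum; compound: single point, 20 µM final compound, 1% DMSO; incubation: 6 h treatment, 37 °C; measured by: glow luminescence from Steady-Glo reagent; evaluation: activation, % of tunicamycin; control set: tunicamycin high, DMSO low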
# 697 NFkB inh: lowers PMA/ionomycin-induced NF-kB signal in 697 B cells; inhibition, % at 4 µM; actives 0.33% (n = 330,000); 697 B-cell NF-kB luciferase reporter, 16 h; in the data active = inhibition above about 35%
# tim23-1 inh: growth inhibitors of tim23-1 mutant yeast. S. cerevisiae tim23-1 growth, BacTiter-Glo luminescence, 24 h. AID 463212. inhibition, % at 20 µM. actives 1.3% (n = 330,000);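 active = growth inhibition of the mutant yeast at or above 50%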;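 also: temperature-sensitive mutant grown at 25 °C; plate controls were DMSO-treated mutant yeast for no effect and medium wells lacking yeast for full effect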
# APJ agonist: activates the human apelin receptor APJ; CHO-K1 APJ PathHunter beta-arrestin, luminescence; 0% DMSO wells, 100% apelin; activation, % at 20 µM; actives 0.11% (n = 330,000);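 active = activation more than six SD over the plate average, tested at 20 µM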;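 also: 0% = DMSO alone and 100% = apelin-13 at 10 nM; some results filed as inactive read as strong as hits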
#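 Assay system: engineered CHO-K1 APJ arrestin reporter cells; Amount: 1000 CHO-K1 reporter cells seeded per well; Dosing: one dose, 20 µM compound, 1% DMSO; Times: compound stimulation 90 min at 25 °C, detection 60 min; Measured by: luminescent beta-gal fragment complementation, chemiluminescent substrate; Read-out: APJ–arrestin association signal; Controls: DMSO vs Apelin-13 10 nM.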
# UPR CHOP act: activators of apoptotic arm of unfolded protein response (CHOP); CHO-CHOP luciferase reporter, UPR activation, luminescence; percent of tunicamycin response over DMSO baseline; activation, % at 10 µM; actives 0.34% (n = 330,000);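 active = at 10 µM dose, activation of 40% or more, normalized to positive control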;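 also: 100% = tunicamycin at 10 µg/mL and 0% = DMSO alone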
#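 measured by = luciferase luminescence | assay system = CHO-CHOP cells, stable luciferase reporter of PERK-eIF2a-CHOP signalling | amount = 500 reporter cells seeded per well | timing = 6 h compound exposure at 37 °C after overnight seeding | controls = positive tunicamycin 10 µg/mL, negative DMSO alone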
# Jurkat NFkB inh: inhibitors of the PMA/ionomycin-induced NF-kB reporter in Jurkat cells. AID 435003. PMA/ionomycin-induced NF-kB luciferase reporter, luminescence. actives 0.53% (n = 330,000). inhibition, % at 4 µM; in the data active = inhibition above about 50%
# Mdm2 MdmX PPI: human Mdm2/MdmX binding inhibition | AID 485346 | O15151+Q00987 | actives 3% (n = 330,000) | SaOS-2 split-luciferase Mdm2/MdmX complementation, luminescence | inhibition, % at 8 µM;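 active = inhibition of at least 50% at 8 µM in the primary screen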
# An asterisk follows results filed as active.
# The first 2 records, ahead of the listing:
SMILES,APJ antag,XBP1 UPR activ,697 NFkB inh,tim23-1 inh,APJ agonist,UPR CHOP act,Jurkat NFkB inh,Mdm2 MdmX PPI
COC(=O)c1sc(Nc2ccccc2)nc1C,5,5,-48,38,3,1.3,-58,-16
CN1CCN(c2oc(-c3ccccc3)nc2S(=O)(=O)c2ccccc2)CC1,5,-4,0,8,-2,0.9,-11,6

# Results, from the start:
SMILES,APJ antag,XBP1 UPR activ,697 NFkB inh,tim23-1 inh,APJ agonist,UPR CHOP act,Jurkat NFkB inh,Mdm2 MdmX PPI
COC(=O)c1sc(Nc2ccccc2)nc1C,5,5,-48,38,3,1.3,-58,-16
CN1CCN(c2oc(-c3ccccc3)nc2S(=O)(=O)c2ccccc2)CC1,5,-4,0,8,-2,0.9,-11,6
COc1ccc(C(=O)O)cc1S(=O)(=O)Nc1cccc(C)c1,4,-1,18,8,-5,2.1,-6,22
O=C(NCc1ccco1)C(C(=O)c1ccccc1)n1ccccc1=O (stereo not given),0,0,16,5,1,3.1,3,1
COc1cccc(C(=O)NCCSc2c(C)[nH]c3ccccc23)c1OC,-10,-3,-16,19,0,-0.5,-5,-12
Brc1cccc(C2CC(c3ccccc3)n3nnnc3N2)c1 (stereo not given),11,1,-8,21,1,0.0,6,7
CN(C)S(=O)(=O)c1ccc(C(=O)Oc2cc(=O)[nH]c3ccccc23)cc1,13,1,-1,-1,4,3.3,-6,13
COc1ccc(-c2ccc(SCC(=O)c3cccs3)nn2)cc1OC,-12,0,6,14,5,2.0,-11,22
CSc1ccccc1NC(=O)C1CCCN(S(C)(=O)=O)C1 (stereo not given),18,-5,6,14,2,2.5,-2,3
O=[N+]([O-])c1cccc(-c2ccc(C(=S)N3CCN(c4ccccc4)CC3)o2)c1,19,-1,-18,6,-1,1.4,-8,-1
COc1ccc(CCNC(=O)Cn2nc(C)n3nc(-c4ccccc4)cc3c2=O)cc1OC,-25,-3,0,-5,1,-0.7,-4,9
CCCCn1c(N)c(N(CCC(C)C)C(=O)c2cc(Cl)nc3ccccc23)c(=O)[nH]c1=O,9,3,6,-3,1,-0.7,-6,3
Cc1ccc(S(=O)(=O)NCCC(=O)N2CCN(c3ccccc3)CC2)cc1C,8,-2,4,7,-1,-0.4,5,7
COc1ccccc1CNC(=O)c1oc2ccccc2c1C,5,-3,-2,16,3,1.9,19,-28
COCCCN1C(=O)C(=O)/C(=C(/O)c2ccccc2)C1c1ccc(N(C)C)cc1 (stereo not given),10,0,6,10,-5,0.7,4,26
O=C(NCC(=O)N1CCCCC1)c1ccc2ccccc2c1,-22,1,-4,10,5,4.1,-11,3
CCC[C@@H](CN1CCC[C@H]1CN1C(N)=NC[C@H]1CC(C)C)N1C[C@@H](Cc2ccccc2)N(CCCC2CCCC2)C1=N,18,-2,-3,-34,-5,2.2,-5,6
Brc1ccc(OCc2nnc(SCC3CCCCC3)o2)cc1,-16,0,6,10,3,2.2,-5,-5
Clc1nn2cnnc2c2ccccc12,7,0,12,7,-3,0.8,1,-17
O=C(O)c1ccc(Cl)c(NCc2cccnc2)c1,-12,-3,-2,-2,2,0.0,-5,0
COc1ccc(CC(=O)Nc2ccc(C(=O)NCC(C)C)cc2)cc1,2,-1,-10,-1,1,0.0,-3,-2
CCN(CC)C(=O)CSc1nc(COc2ccccc2)nc2ccccc12,12,4,-10,29,-2,0.2,8,20
Fc1ccc(-n2cc(CNCCc3cccnc3)c(-c3ccccc3Cl)n2)cc1,3,0,-4,17,1,0.0,18,19
O=C(c1ccc(NS(=O)(=O)c2cccc(C(F)(F)F)c2)cc1)N1CCCC1,16,-3,13,6,-2,-0.3,4,17
COc1ccc(C(=O)N2CCCC2)cc1,-11,3,-5,-4,-1,0.5,-2,-3
CS(=O)(=O)NCc1nnc(SCc2ccc(C(F)(F)F)cc2)o1,0,2,6,14,-2,-0.3,5,15
CCC1Oc2ccc(C)cc2N(CC(=O)N(Cc2ccc(C)o2)C2CC(C)(C)NC(C)(C)C2)C1=O (stereo not given),7,2,10,16,0,0.5,6,42
CC(C)Cn1c(-c2ccc(Br)o2)n[nH]c1=S,7,1,-11,33,-4,1.2,-16,-12
O=C(O)C1Cc2ccccc2CN1C(=O)COc1ccc(Cl)cc1Cl (stereo not given),4,-1,17,8,-2,-1.0,2,12
CNC(=O)c1c(NC(=O)CCS(=O)(=O)c2ccc(F)cc2)sc(C)c1C,20,2,5,7,1,2.3,11,-7
O=C(O)CCn1nnc(-c2cccs2)n1,3,0,1,4,0,0.3,-8,-4
C/C(=N\NC(=O)COc1cccc(Br)c1)c1ccc2c(c1)OCCO2,2,1,0,31,0,0.8,-14,0
Cc1ccc(CNS(=O)(=O)c2cc3c4c(c2)CCN4C(=O)CC3)cc1,3,-1,-4,1,-6,-1.3,-12,-6
CC1(C(=O)O)CCC(C(=O)Nc2cccc(F)c2)C1(C)C (stereo not given),-20,-2,7,4,-3,0.2,5,14
CC1CCCN(S(=O)(=O)c2cc(Cl)ccc2Cl)C1 (stereo not given),24,4,15,19,-5,1.8,-1,33
O=S(=O)(Nc1ccc2c(c1)OCCO2)c1ccc(F)c(F)c1,12,-4,-7,7,1,1.1,-3,22
CCN(CC)C(=O)Cn1cc(C(=O)C(=O)NCCCN2CCCCC2)c2ccccc21,12,-3,3,13,0,1.4,1,18
Cc1c(CCOC(=O)CC23CC4CC(CC(C)(C4)C2)C3)sc[n+]1Cc1ccc([N+](=O)[O-])cc1,29,-1,18,-4,-7,-1.3,2,-5
O=C(NCCCNCCCNC(=O)c1ccccn1)c1ccccn1,-4,-4,5,6,4,-0.1,2,21
Cc1ccsc1C(=O)OCC(=O)N1CC(C)CC(C)C1 (stereo not given),14,-2,4,18,0,3.0,-3,-7
Cc1ccc(SCCSc2nc(C)cc(=O)[nH]2)cc1,9,-1,-85,13,-3,0.9,-14,-15
O=C(Nc1ccccc1N1CCOCC1)c1ccc(F)c(S(=O)(=O)N2CCOCC2)c1,-8,-2,2,19,7,-0.7,-11,-44
Cc1c(C(=O)NCC(c2ccco2)N2CCCC2)sc2ccccc12 (stereo not given),-4,-1,-19,3,-3,-1.9,-11,-9
CCN1CCN(C(=O)/C=C/c2cccc(Cl)c2)CC1,11,-3,-9,-15,-6,4.1,-20,20
CN(C(=O)CN1C(=O)c2cc(Cl)c(Cl)cc2C1=O)C1CCS(=O)(=O)C1 (stereo not given),-3,-2,6,16,-4,2.1,12,3
CCOC(=O)c1sc(-c2ccccc2)nc1C,-4,1,-39,12,-2,4.1,-20,-11
CC(C)(C)c1ccc(OCc2ccc(C(=O)N/N=C3\CC4CC=CC34)cc2)cc1 (stereo not given),-12,-1,-105,45,1,5.0,-8,19
COc1ccc(CCCC(=O)NCc2ccccc2)cc1C,10,-3,-22,8,-3,3.1,41,53*
Cc1ccc2c(c1)N(CC(=O)NC1CCC(C)CC1)C(=O)CO2 (stereo not given),8,-1,1,18,-2,-0.6,5,-6
N#CCC(=O)Nc1ccc(C(=O)NNC(=O)c2ccccc2-n2cccc2)cc1,1,-4,16,-1,-2,0.7,2,1

# Another view of part of the listing above.
Compound: O=C(Nc1ccccc1N1CCOCC1)c1ccc(F)c(S(=O)(=O)N2CCOCC2)c1
  APJ antag: -8 | XBP1 UPR activ: -2 | 697 NFkB inh: 2 | tim23-1 inh: 19 | APJ agonist: 7 | UPR CHOP act: -0.7 | Jurkat NFkB inh: -11 | Mdm2 MdmX PPI: -44

Compound: Cc1c(C(=O)NCC(c2ccco2)N2CCCC2)sc2ccccc12 (stereo not given)
  APJ antag: -4 | XBP1 UPR activ: -1 | 697 NFkB inh: -19 | tim23-1 inh: 3 | APJ agonist: -3 | UPR CHOP act: -1.9 | Jurkat NFkB inh: -11 | Mdm2 MdmX PPI: -9

# Back to the main list, starting 3 compounds before the break.
SMILES,APJ antag,XBP1 UPR activ,697 NFkB inh,tim23-1 inh,APJ agonist,UPR CHOP act,Jurkat NFkB inh,Mdm2 MdmX PPI
COc1ccc(CCCC(=O)NCc2ccccc2)cc1C,10,-3,-22,8,-3,3.1,41,53*
Cc1ccc2c(c1)N(CC(=O)NC1CCC(C)CC1)C(=O)CO2 (stereo not given),8,-1,1,18,-2,-0.6,5,-6
N#CCC(=O)Nc1ccc(C(=O)NNC(=O)c2ccccc2-n2cccc2)cc1,1,-4,16,-1,-2,0.7,2,1
Cc1nc2ccc(NC(=O)c3cccc(S(=O)(=O)N(C)c4ccccc4)c3)cc2s1,-11,4,-30,23,0,1.7,8,12
Cc1ccc(NC2CCCN(C(=O)c3ccc4[nH]ccc4c3)C2)cc1C (stereo not given),-3,-6,4,19,-7,1.0,-5,18
CC(C)(C)c1ccc(OCCC(=O)OCC(=O)Nc2ccc(N3CCOCC3)cc2)cc1,0,-4,-8,6,-3,-0.4,-9,2
O=C(C1CCCN(S(=O)(=O)Cc2ccccc2)C1)N1CCc2ccccc21 (stereo not given),0,-3,0,-7,0,-0.7,5,14
CCn1c(SCC(=O)Nc2ccc(-c3nc4ccc(C)cc4s3)cc2)nnc1-c1ccccc1,0,0,-326,-37,-2,2.6,-76,-103
Cc1ccc(CNC(=O)C2CCCN2S(=O)(=O)c2ccc3c(c2)C(C)(C)C(=O)N3C)cc1 (stereo not given),-51,-3,8,18,-2,1.0,1,4
